CAL PDZ FP-1 – CAL PDZ (human) peptide binding inhibition | Q9HD26 | purified CAL PDZ, TMR-peptide fluorescence polarization, 1 h | inhibition, % at 24.9 µM | 300,000 tested, 0.92% active | AID 602252;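 active means mean inhibition of at least 30% with at least half of replicates also reaching 30%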;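 further: 0% = DMSO neutral control and 100% = excess unlabeled competitor peptide PRC23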
MITF act – increases MITF-driven TRPM1 promoter luciferase signal | activation, % at 12.5 µM | 300,000 tested, 0.75% active | SK-MEL-5 TRPM1-promoter luciferase, 24 h; % of positive control, neutral wells = 0;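 active means mean activation of at least 80% with every replicate also reaching 80%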;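 further: 0% = neutral control wells and 100% = parthenolide positive control wells; values of inactives mirror those of a sister screen read the other way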
SR-BI uptake up – SR-BI HDL lipid transfer activation. CHO ldlA[mSR-BI] cells, DiI-HDL uptake fluorescence, 3 h; 100 = double the neutral-control signal. activation, % at 12.5 µM. 320,000 tested, 0.096% active. AID 504775;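 active means mean replicate activation of at least 60% and every replicate at or above 60%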;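 further: 0% = median plate neutral-control signal and 100% = twice that signal; values of inactives mirror those of a sister screen read the other way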
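material = CHO ldlA[mSR-BI] cells | medium = Ham's F12 with 0.5% BSA, HEPES 25 mM, pH 7.4 | reagent = fluorescent DiI-HDL, 10 µg/mL final | compound dosing = single-point compound dose | incubation = 3 h, 37 °C | measured by = bottom-read fluorescence, 550/595 nm | measure = HDL uptake via cellular fluorescence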
SR-BI DiI inh – inhibitors of mouse SR-BI mediated HDL lipid uptake. Q61009. ldlA[mSR-BI] CHO cells, DiI-HDL uptake fluorescence, 3 h. inhibition, % at 12.5 µM. 320,000 tested, 0.96% active. AID 488896;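 active means mean replicate inhibition of at least 70% and a set share of replicates each scoring 70 or more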;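 further: 0% = median of neutral control wells and 100% = median of positive control wells; values of inactives mirror those of a sister screen read the other way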
Target sequence (Q61009 whole entry, looked up): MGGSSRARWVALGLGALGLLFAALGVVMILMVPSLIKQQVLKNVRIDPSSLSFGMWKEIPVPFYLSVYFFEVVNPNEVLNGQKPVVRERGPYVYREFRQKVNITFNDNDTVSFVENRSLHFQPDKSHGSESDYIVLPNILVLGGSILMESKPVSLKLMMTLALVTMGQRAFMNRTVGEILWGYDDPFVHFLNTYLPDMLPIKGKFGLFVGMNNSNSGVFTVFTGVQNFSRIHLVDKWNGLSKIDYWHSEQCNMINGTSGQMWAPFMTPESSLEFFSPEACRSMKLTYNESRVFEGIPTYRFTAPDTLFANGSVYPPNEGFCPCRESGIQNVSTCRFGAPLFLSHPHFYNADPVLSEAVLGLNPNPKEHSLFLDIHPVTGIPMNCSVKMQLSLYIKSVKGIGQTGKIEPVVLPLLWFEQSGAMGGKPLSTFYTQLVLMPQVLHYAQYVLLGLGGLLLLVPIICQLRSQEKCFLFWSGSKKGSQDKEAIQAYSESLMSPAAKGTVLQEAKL
phage Ecoli inh – E. coli growth loss with phage present; 360,000 tested, 0.26% active; AID 651602; growth absorbance; inhibition, % at 11.9 µM; in the data active means inhibition above about 11%
Tat transport – E. coli Tat transport inhibition | E. coli MC4100 TorA-mCherry Tat export, fluorescence | inhibition, % at 10 µM | 340,000 tested, 0.036% active | AID 488895;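 active means mean replicate inhibition at least 50% and at least half of replicates individually reaching 50%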;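 further: exported cargo escapes ClpAP degradation while cytoplasmic cargo is degraded and loses fluorescence; 0% = median of neutral control wells and 100% = median of NaSCN control wells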
Ecoli viability – bacterial growth inhibition, counter-screen for AddAB inhibitors; E. coli V3065 growth, OD600 absorbance, 18 h; inhibition, % at 11.9 µM; 330,000 tested, 0.27% active;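 active means inhibition above the campaign's mean inhibition across all tested compounds plus 3 SD, cut at about 9.9% in these data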;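 further: uninfected addAB+ strain grown without phage in ampicillin broth; 0% = DMSO wells and 100% = ciprofloxacin 0.95 µg/ml wells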
AddAB inh – less growth of phage-infected E. coli with AddAB | inhibition, % at 11.9 µM | E. coli expressing H. pylori AddAB, absorbance growth | 330,000 tested, 0.29% active; in the data active means inhibition above about 12%;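 further: 0% = vehicle wells of infected cells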
CAL PDZ FP-2 – inhibitors of human CAL PDZ peptide binding. Q9HD26. purified CAL PDZ, TMR-peptide fluorescence polarization, 1 h. inhibition, % at 20 µM. 330,000 tested, 0.02% active. AID 504414;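 active means highest replicate inhibition of at least 40%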;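 further: plate controls were DMSO neutral control wells for no effect and unlabeled competitor peptide control wells for full effect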
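System: purified tagged CAL PDZ domain construct (CerCALP). Schedule: 1 h incubation at room temperature before polarization reading. Medium: 25 mM sodium phosphate pH 7.4, 150 mM NaCl, TCEP, IgG, Thesit. Read-out: percent inhibition from loss of millipolarization. Measured by: FP readout, S and P plane fluorescence. Probe or stimulus: fluorescent TMR peptide probe.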
Wnt act – Wnt/beta-catenin pathway activation. Wnt/beta-catenin reporter cell assay, activator, plate reader. activation, % at 9.35 µM. 300,000 tested, 1.2% active. AID 743398; in the data active means activation above about 30%, passing the limit was not always enough;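 further: 0% = neutral control wells and 100% = positive control wells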
Active calls of the source: *; . = no result given. Outcome played no part in choosing rows. Share with any hit: about 3.6%.

SMILES	CAL PDZ FP-1	MITF act	SR-BI uptake up	SR-BI DiI inh	phage Ecoli inh	Tat transport	Ecoli viability	AddAB inh	CAL PDZ FP-2	Wnt act
Cn1cc(S(=O)(=O)N2CCOCC2)cc1C(=O)Nc1cccc(Cl)c1	.	-6	-19	19	5.1	-5	-2.9	0.0	-0.3	-2
C=CCOC(=O)Cn1cnc2c(sc3nc(C)cc(C)c32)c1=O	1	57	-1	1	-1.4	-3	-1.1	-0.5	-1.5	27
CCOc1ccc2c(c1)c1nnc(SCC(=O)N3CCCCC3C)nc1n2C (stereo not drawn)	4	.	-17	16	2.1	1	-2.1	0.5	-5.5	-3
O=C(O)c1ccc(S(=O)(=O)N2CCSCC2)cc1	-4	.	11	-11	0.6	-5	1.7	4.5	-0.3	1
CCN(CC)CCNC(=O)c1cc2cc3ccc(OC)cc3nc2o1	2	17	7	-7	0.8	-4	-0.1	-0.3	-0.6	2
CCOC(=O)C1=C(c2ccccc2)OC(N)=C(C#N)C1c1ccco1 (stereo not drawn)	-3	-4	8	-8	0.2	-1	-0.4	-1.3	-0.1	.
O=C1N=C(N2CCN(Cc3ccccc3)CC2)S/C1=C/c1cccs1	-3	.	-26	26	2.4	-2	1.5	2.3	-2.4	25
C[C@@H]1CN(C2CCN(Cc3nc(C(c4ccccc4)c4ccccc4)no3)CC2)C[C@H](C)O1	-3	-11	5	-5	2.0	-9	-0.2	3.7	0.7	9
C/C(=N/OCC(=O)Nc1ccccc1)c1cccs1	.	66	8	-8	2.3	7	-0.9	0.3	-1.7	.
CCn1c(=O)c2c(nc3n2CC(C)CN3CCc2ccccc2)n(C)c1=O (stereo not drawn)	-7	14	-7	7	-3.9	-3	1.3	0.2	1.3	.
O=C(COC(=O)c1cccc(Cl)c1)Nc1cccc(S(=O)(=O)NC2=NCCC2)c1	-7	6	28	-28	2.2	0	2.1	3.7	-2.1	-4
CC1CC(C)(C)NC(=S)N1CCCC(=O)Nc1ccc2c(c1)OCCO2 (stereo not drawn)	-2	38	-9	9	-0.3	-14	-0.1	0.7	0.8	0
C=CCn1c(SC(C)C(=O)Nc2ccc(F)c(F)c2F)nnc1C1CC1 (stereo not drawn)	-1	-5	5	-5	-1.2	0	-0.1	0.2	-2.5	-2
COc1ccc(CN2C(=O)N(c3ccccc3)C(=O)C2CC(=O)Nc2ccccc2)cc1OC (stereo not drawn)	1	-16	11	-11	3.8	-3	1.3	2.9	-2.8	1
O=C(CNc1cccc(S(=O)(=O)N2CCCC2)c1)Nc1ccc(C(F)(F)F)cc1	-4	-18	-8	8	7.7	-1	3.0	2.4	-2.2	-10
Cc1ccccc1NC(=O)Cc1nc(COC(=O)c2ccc(Cl)nc2)cs1	-4	-4	13	-13	-0.4	0	-0.9	2.1	-1.7	-2
O=C(c1ccc(S(=O)(=O)N2CCCC2)cc1)N1CCN(Cc2ccc3c(c2)OCO3)CC1	0	-5	-39	39	-0.6	7	-1.1	2.4	-3.2	.
CCOc1ccc(-c2nc(C#N)c(NC3CC3)o2)cc1	-11	.	-6	6	.	6	0.5	2.0	-2.9	.
COc1ccccc1C1=NN(C(=O)c2ccccc2)C(c2ccc(Br)cc2)C1 (stereo not drawn)	-6	-15	-28	28	0.1	-6	-3.2	-0.7	.	0
CC(C)CN(C(=O)COC(=O)c1cc(=O)[nH]c2ccccc12)c1c(N)n(Cc2ccccc2)c(=O)[nH]c1=O	-3	5	-4	4	0.5	-5	.	.	-2.3	0
COc1ccccc1C(C)NC(=O)Cc1ccc(S(=O)(=O)N2CCOCC2)s1 (stereo not drawn)	-3	5	25	-25	3.7	-4	-0.2	1.0	-2.3	-1
O=c1c2cc(NC(=S)NC3CCCCC3)ccc2nc2n1CCCCC2	-3	-6	-18	18	-0.9	2	-1.1	3.6	-3.6	-1
CC1(C)CC(=O)C(C=Nc2cccnc2/N=C/C2=C(O)CC(C)(C)CC2=O)=C(O)C1	-1	0	8	-8	4.5	-1	0.2	3.6	-0.3	6
Cc1cc(NC(=O)CSc2nncn2N)no1	-3	8	5	-5	3.9	1	-2.3	-2.1	-0.6	-2
C=CCn1c(SCC(=O)NC2CCCC2)nnc1-c1ccccn1	3	3	10	-10	0.9	-3	0.0	2.4	-1.6	1
CCOC(=O)C(c1ccccc1)C(Nc1ccccc1)c1ccccn1 (stereo not drawn)	0	.	9	-9	1.8	6	1.8	1.6	-0.2	-1
CCOC(=O)C(C)Sc1nc2c([nH]c3ccccc32)c(=O)n1C (stereo not drawn)	-1	-19	-37	37	-0.3	2	1.1	1.6	-2.5	-6
CC(=O)N1CC(C)Oc2ccc(S(=O)(=O)Nc3ccc(Cl)cn3)cc21 (stereo not drawn)	5	5	-7	7	0.3	-8	-0.2	6.0	-1.4	3
CCCCC(=O)Nc1ccc2c(c1)nc(CN1CCN(C(=O)OCC)CC1)n2C	-3	6	14	-14	1.4	9	2.9	-0.4	-0.3	2
NS(=O)(=O)c1ccc(NC(=S)NCc2ccc(Cl)cc2)cc1	2	4	-4	4	1.7	-1	-1.1	-1.2	-1.6	.

Single records (already shown). Order of values: CAL PDZ FP-1	MITF act	SR-BI uptake up	SR-BI DiI inh	phage Ecoli inh	Tat transport	Ecoli viability	AddAB inh	CAL PDZ FP-2	Wnt act
O=c1c2cc(NC(=S)NC3CCCCC3)ccc2nc2n1CCCCC2 is listed with -3	-6	-18	18	-0.9	2	-1.1	3.6	-3.6	-1
CCOC(=O)C(C)Sc1nc2c([nH]c3ccccc32)c(=O)n1C (stereo not drawn) is listed with -1	-19	-37	37	-0.3	2	1.1	1.6	-2.5	-6
NS(=O)(=O)c1ccc(NC(=S)NCc2ccc(Cl)cc2)cc1 is listed with 2	4	-4	4	1.7	-1	-1.1	-1.2	-1.6	.
COc1ccccc1C1=NN(C(=O)c2ccccc2)C(c2ccc(Br)cc2)C1 (stereo not drawn) is listed with -6	-15	-28	28	0.1	-6	-3.2	-0.7	.	0

(continued)
SMILES	CAL PDZ FP-1	MITF act	SR-BI uptake up	SR-BI DiI inh	phage Ecoli inh	Tat transport	Ecoli viability	AddAB inh	CAL PDZ FP-2	Wnt act
FC(F)(F)Oc1ccc(NC(=S)Nc2ccccc2N2CCOCC2)cc1	-3	-8	-27	27	1.8	-1	2.5	2.5	0.2	0
COc1ccc(CCNC(=O)CCCCCNC(=O)N2CCn3c2nc2ccccc23)cc1OC	0	5	-47	47	4.9	5	-3.6	0.3	-2.7	-2
CCc1ccc(NC(=O)CSc2ccc(-c3cccnc3)nn2)cc1	-5	2	.	4	2.3	4	1.4	5.2	0.7	3
Cc1ccc(NC(C#N)c2ccccc2OCc2ccccc2)cc1 (stereo not drawn)	-5	8	-49	49	3.1	0	1.7	4.2	-0.9	11
N/C(=N\OC(=O)c1ccc(Cl)c(Cl)c1)c1cccc(CSc2ccccn2)c1	-8	.	-4	4	3.0	3	0.2	2.6	0.9	14
NNC(=O)CSc1nc(-c2ccccc2)nc2c1CCCC2	-3	-4	10	-10	3.1	2	3.6	1.4	0.2	3
Cc1cccc(C)c1NC(=O)CSc1nnc(-c2cccnc2)o1	-1	-10	12	-12	4.1	1	0.8	-1.4	-2.8	-1
Cc1ccc(C(O)CSc2nnc(-c3ccc4ccccc4c3)n2C)cc1 (stereo not drawn)	-4	-3	-7	7	-1.3	1	-3.5	-2.1	-1.3	-3
CCOC(=O)N1CCN(c2cc(=O)n(-c3ccccc3Cl)c(=O)[nH]2)CC1	6	3	-8	8	1.0	-3	-0.9	0.3	-0.4	-4
CCn1c(C)[n+](CC)c2ccc(S(=O)(=O)NC)cc21	-2	-10	19	-19	2.8	-1	2.5	4.6	0.9	-3
Cc1cc2cc(C)c3nnc(SCC(=O)Nc4ccc(S(=O)(=O)N5CCCCC5)cc4)n3c2cc1C	-3	9	24	-24	1.7	-3	-0.9	1.3	-3.1	3
Cc1ccc(C(=O)C2CCN(S(=O)(=O)c3ccccc3C(=O)O)CC2)cc1	-4	0	9	-9	1.1	-4	.	.	0.1	1
Cc1nnc(NC(=O)c2ccc(C)c(S(=O)(=O)N3CCCCCC3)c2)s1	-2	-8	-9	9	0.5	-5	0.6	-0.5	-0.6	1
O=C1N(Cc2cccnc2)C[C@@H]2C[C@@H](c3ccc(C(F)(F)F)cc3)N3CCC[C@@]123	2	-6	13	-13	5.2	2	-1.4	-0.5	-3.1	-2
O=[N+]([O-])/C(N=Nc1ccccc1)=N\Nc1ccccc1	-5	-6	1	-1	5.3	-6	1.9	1.4	-0.4	-1
CC(C)OC(=O)CSc1nnc(-c2cnccn2)n1C	-1	0	14	-14	3.9	-6	0.3	1.0	-0.7	1
CCN(CC)c1nc(-c2ccccc2)ncc1S(=O)(=O)c1ccc(C)cc1	.	7	-54	54	3.2	4	-0.2	0.8	-1.1	1
CC1(C)CC(=O)C2=C(C1)N(c1ccc(F)cc1)C(=O)NC2(C(F)(F)F)C(F)(F)F	-2	1	11	-11	2.6	-5	-1.7	-1.9	-0.6	.
COc1cc2c(=O)n(Cc3ccccc3)c(=O)n(CC(=O)NCCc3ccccc3)c2cc1OC	-1	.	-2	2	0.5	-5	-0.7	-0.1	-1.2	1
COC(=O)CN1CCN(C(=O)c2ccco2)CC1	0	0	6	-6	2.8	-1	3.5	1.5	0.4	0
CCCCn1c(N)c(N(C(=O)CSc2nnc(C)n2-c2ccccc2)C2CCCC2)c(=O)[nH]c1=O	-7	-6	.	-41	0.1	-6	-2.6	-0.4	-1.9	0
CCOC(=O)Cc1csc(NC(=O)CSc2nnc(-c3ccc(OC)cc3)n2C)n1	-2	-6	14	-14	2.5	4	0.3	-0.8	-3.2	-4
O=C1CCCN1CC(O)CS(=O)(=O)Cc1ccc(Cl)cc1 (stereo not drawn)	.	.	.	.	1.0	.	2.2	6.4	.	2
N#CCC(=O)N1CCN(Cc2ccc3c(c2)OCO3)CC1	.	.	.	.	1.9	.	-2.0	-0.7	.	1

A different layout for 5 compounds above.
Value order – CAL PDZ FP-1 | MITF act | SR-BI uptake up | SR-BI DiI inh | phage Ecoli inh | Tat transport | Ecoli viability | AddAB inh | CAL PDZ FP-2 | Wnt act
COc1cc2c(=O)n(Cc3ccccc3)c(=O)n(CC(=O)NCCc3ccccc3)c2cc1OC
    -1 | . | -2 | 2 | 0.5 | -5 | -0.7 | -0.1 | -1.2 | 1
COC(=O)CN1CCN(C(=O)c2ccco2)CC1
    0 | 0 | 6 | -6 | 2.8 | -1 | 3.5 | 1.5 | 0.4 | 0
CC(C)OC(=O)CSc1nnc(-c2cnccn2)n1C
    -1 | 0 | 14 | -14 | 3.9 | -6 | 0.3 | 1.0 | -0.7 | 1
N#CCC(=O)N1CCN(Cc2ccc3c(c2)OCO3)CC1
    . | . | . | . | 1.9 | . | -2.0 | -0.7 | . | 1
CCOC(=O)Cc1csc(NC(=O)CSc2nnc(-c3ccc(OC)cc3)n2C)n1
    -2 | -6 | 14 | -14 | 2.5 | 4 | 0.3 | -0.8 | -3.2 | -4
